Screens (PubChem BioAssay)
KLF5 inh: suppresses KLF5 promoter-driven expression; DLD-1 KLF5 promoter-luciferase reporter, luminescence; inhibition, % at 5 µM; actives 0.23% (n = 290,000); AID 1700;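 active = inhibition above a per-plate limit of that plate's mean compound inhibition plus 3 SD, cut at about 60% in these data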;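 also: 0% = DMSO wells and 100% = LY294002 at 200 µM; higher means less KLF5 promoter-driven luciferase light; inactives centre near -14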
HIF activator: HIF pathway transcriptional activation | U2OS HRE-luciferase reporter, luminescence; normalized: DMSO 0%, desferrioxamine 100% | activation, % at 7.5 µM (by protocol) | actives 0.32% (n = 300,000) | AID 1910;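 active = mean activation of at least 10% of the iron chelator positive control signal, with at least half of replicates also reaching 10%; inconclusive = mean and replicate majority disagree about reaching 10%; inactive = mean and most replicates under 10%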
MrgX1 antagonist: human MrgX1 receptor antagonism, primary screen; B-score at 10 µM; actives 1.3% (n = 310,000); MRGX1-HEK293 calcium flux, Fluo-4, BAM8-22 antagonism; hits give low values;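 active = calcium-response B-score plate-corrected more than 3 library SD below zero, starting fluorescence within 5 deviations, no agonist response on first addition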;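 also: peak minus trough fluorescence over baseline after final BAM8-22 challenge near maximal dose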
TRPC6 activator: mouse TRPC6 channel activation; HEK293-TRPC6 membrane potential dye fluorescence; hits give high values; B-score at 10 µM; actives 0.13% (n = 310,000); AID 2550;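 active = B-score of the integrated fluorescence ratio above library mean plus 3 SD, and starting fluorescence ratio within library mean plus 5 SD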;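 also: higher score means more depolarization so channel activation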
Target sequence (Q61143 whole entry, looked up): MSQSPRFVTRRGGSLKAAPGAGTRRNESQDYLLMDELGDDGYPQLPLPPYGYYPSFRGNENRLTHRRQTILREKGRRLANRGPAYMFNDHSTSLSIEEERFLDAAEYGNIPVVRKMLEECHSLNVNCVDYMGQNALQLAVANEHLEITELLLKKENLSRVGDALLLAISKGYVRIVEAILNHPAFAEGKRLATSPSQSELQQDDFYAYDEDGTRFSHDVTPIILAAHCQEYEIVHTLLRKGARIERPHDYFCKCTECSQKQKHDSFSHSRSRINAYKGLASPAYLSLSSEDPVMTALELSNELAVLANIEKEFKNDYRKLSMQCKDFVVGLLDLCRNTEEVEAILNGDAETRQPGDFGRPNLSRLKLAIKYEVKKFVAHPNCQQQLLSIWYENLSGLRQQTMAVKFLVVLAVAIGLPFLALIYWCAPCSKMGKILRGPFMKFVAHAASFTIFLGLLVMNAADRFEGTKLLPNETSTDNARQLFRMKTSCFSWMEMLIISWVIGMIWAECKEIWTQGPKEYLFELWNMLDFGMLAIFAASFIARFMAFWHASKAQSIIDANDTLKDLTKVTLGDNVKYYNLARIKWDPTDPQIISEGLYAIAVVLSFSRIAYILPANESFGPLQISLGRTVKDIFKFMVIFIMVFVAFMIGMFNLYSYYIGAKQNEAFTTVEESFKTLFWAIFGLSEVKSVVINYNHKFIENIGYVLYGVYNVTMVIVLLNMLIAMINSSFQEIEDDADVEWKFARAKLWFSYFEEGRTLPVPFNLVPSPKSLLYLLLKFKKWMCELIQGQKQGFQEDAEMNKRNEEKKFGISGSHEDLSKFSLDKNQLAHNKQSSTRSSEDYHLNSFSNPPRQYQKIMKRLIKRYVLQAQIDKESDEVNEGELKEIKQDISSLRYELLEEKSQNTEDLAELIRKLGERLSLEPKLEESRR
SKKanGAS inh: SKKanGAS growth inhibition | inhibition, % at 7.5 µM | S. pyogenes SKKanGAS, kanamycin growth, BacTiter-Glo, 6 h | actives 1.3% (n = 300,000) | AID 1662;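 active = mean replicate score, as percent of positive control median, at least 50; inconclusive = mean below 50 but one replicate at or above 50; inactive = mean and every replicate below 50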;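 also: strain carries kanamycin resistance gene driven by streptokinase promoter and grows in 40 µg/ml kanamycin; loss of luminescence reflects streptokinase promoter inhibition or plain growth inhibition; 0% = median of DMSO wells and 100% = positive control at its reference dose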
TRPC4 potent: TRPC4 (mouse) allosteric potentiation; Q9QUQ5; HEK293 TRPC4beta/mu-opioid, DAMGO EC20, Fluo-4 Ca2+ flux; hits give high values; B-score at 10 µM; actives 0.42% (n = 310,000); AID 2227;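 active = B-score of calcium response area above 5 SD of library B-scores, with initial fluorescence ratio within 5 SD of library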;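 also: B-score of integrated fluorescence ratio over time as area under calcium response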
TRPC6 inhibitor: blocks the mouse TRPC6 cation channel. HEK293-TRPC6, membrane potential dye, ACh-evoked depolarization; hits give low values. B-score at 10 µM. actives 1.1% (n = 310,000). AID 2553;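 active = B-score under library mean minus 3 SD, initial fluorescence not abnormally high, positive integrated signal ratio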;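 also: B-score derived from integrated fluorescence ratio over the kinetic read; more negative B-score means stronger inhibition of depolarization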
TRPC4 block: inhibitors of mouse TRPC4 channel. HEK293 TRPC4beta/mu-opioid, DAMGO-evoked Fluo4 calcium flux; hits give low values. actives 0.39% (n = 300,000). AID 2247. B-score at 10 µM;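 active = B-score over 3 SD under the library average, no early fluorescence shift, positive overall ratio signal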
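test system = HEK293 cells with stable TRPC4beta plus mu-opioid receptor expression | detection = Fluo4 Ca2+ flux fluorescence | read-out = integrated fluorescence ratio relative to baseline, converted to per-well B score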
TRPC4 agonist: opens the mouse TRPC4 cation channel; Q9QUQ5; HEK293 TRPC4beta/mu-opioid, Fluo4 calcium fluorescence; hits give high values; B-score at 10 µM; actives 0.49% (n = 310,000); AID 2237;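 active = B-score above 5 SD of library B-scores, and initial fluorescence ratio not above library mean plus 5 SD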;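 also: positive B-score marks a calcium rise read as TRPC4 activation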
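Technique: kinetic Fluo4 calcium fluorescence; Test system: TRPC4beta and mu-opioid receptor HEK293 stable cells; Measure: B-scored integrated calcium fluorescence ratio; Benchmarks: low control buffer alone, high control maximal DAMGO; Schedule: 45 min room-temperature Fluo4 loading, 110 s read.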
aSyn UTR inh: 5' untranslated region of α-synuclein, MLPCN primary screen | inhibition, % (tested at 7.5 µM) | alpha-synuclein 5'UTR reporter, inhibitor activity | actives 0.82% (n = 300,000); in the data active = inhibition above about 60%; inconclusive = no clear call, values can overlap the other calls;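 also: H4 neuroglioblastoma cells stably carrying SNCA 5'UTR luciferase fusion; 0% = DMSO wells and 100% = positive control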
IEC-6 cytotox: IEC-6 cytotoxicity, counter-screen for KLF5 inhibitors | AID 1825 | luminescence viability | inhibition, % at 5 µM | actives 0.78% (n = 290,000); in the data active = inhibition above about 22%;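 also: 0% = plate median of test compound wells and 100% = cytotoxic reference compound wells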
* marks the source's active call; other numbers are inactive results; i = inactive; ? = inconclusive; . = not tested or not shown. No enrichment for hits. About 5.8% of those tested had a hit in this group.

molecule,TRPC6 inhibitor,TRPC4 agonist,HIF activator,SKKanGAS inh,TRPC6 activator,TRPC4 potent,IEC-6 cytotox,TRPC4 block,aSyn UTR inh,KLF5 inh,MrgX1 antagonist
N#Cc1cc2c(nc1S(=O)(=O)Cc1ccccc1)CCCC2,i,i,0.1,-3.5,i,i,-1.8,i,-34.0,-14.7,i
C=CCn1c(C)cc(C2=NNC(=NCc3ccccc3)SC2)c1C,i,i,3.1,2.7,i,i,-4.7,i,-181.6,-22.2,i
Cc1ccc(C)c(NC(=O)CS(=O)(=O)c2cn(C)c3ccccc23)c1,i,i,-0.3,-13.3,i,i,-2.2,i,-9.7,-29.0,-12.7*
c1ccc(Cn2c(NCc3ccccn3)nc3ccccc32)cc1,i,i,0.6,7.1,i,i,-1.6,i,-5.8,-16.4,i
CC(C)CC(C(=O)NCC1CCCO1)N(C(=O)Cn1nnc(-c2ccc(F)cc2)n1)c1ccccc1F (stereo unspecified),i,i,-0.3,-0.1,i,i,-0.2,i,-5.9,-6.8,i
CCOC(=O)N1CCc2c(sc3nc4n(c(=O)c23)N=C(C)CS4)C1,i,i,-0.1,6.7,i,i,-5.4,i,-1.7,3.6,i
CC(=O)N1CCN(CC(=O)Nc2cc(F)ccc2C)CC1,i,i,-0.8,-1.7,i,i,2.8,i,-2.6,-54.0,i
N=c1oc2ccc(Br)cc2cc1C(=O)NCc1ccccc1,i,i,0.0,7.8,i,i,-13.5,i,-27.6,-27.3,i
O=c1[nH]c2ccc(Br)cc2c(-c2ccccc2)c1N1CCOCC1,i,i,-0.3,-8.3,i,i,-1.8,i,24.4,-17.4,i
CN1C(=O)/C(=C/c2ccccc2F)Sc2ccc(C(=O)NCC3CCCO3)cc21 (stereo unspecified),i,i,-0.7,?,i,i,-2.1,i,-4.4,-8.3,i
COC(=O)[C@H]1C[C@@H]1[C@H](N)c1ccccc1,i,i,2.1,10.3,i,i,-2.4,i,-12.6,-16.9,i
COc1ccc(OC)c(-c2nc(C(=O)NCCCN3CCOCC3)cc3c2[nH]c2ccccc23)c1,-6.03*,i,0.6,0.1,i,i,5.9,i,1.5,-23.4,i
Cc1c(Br)c([N+](=O)[O-])nn1CC(=O)NCc1ccco1,i,i,0.3,3.5,i,i,-8.1,i,23.1,-18.6,i
COCCNC(=O)C(c1cccs1)N(C(=O)Cn1nnc2ccccc21)c1ccc2c(c1)OCO2 (stereo unspecified),i,i,-0.4,-5.2,i,i,-4.4,i,-10.3,-10.0,i
COC(=O)c1ccc(COc2cccc(OC)c2)o1,i,i,1.1,1.6,i,i,-4.4,i,-38.3,-28.5,i
CCOc1ccc(OCCOCCN2CCc3ccccc3C2)cc1,i,i,0.3,-4.4,i,i,7.2,i,-23.8,-3.8,i
CCn1cc(C2=NC(C)(C)CO2)c2ccccc21,i,i,-0.2,3.1,i,i,1.2,i,-27.6,-20.2,i
COc1ccccc1N1CCN(C(=O)C(=O)c2cn(CC(=O)N3CCCC3)c3ccccc23)CC1,i,i,-0.6,2.6,i,i,8.4,i,21.9,-12.2,i
CNC(=O)c1cc2ccc(OC)cc2oc1=O,i,i,0.0,-2.1,i,i,-0.8,i,-22.7,-37.1,i
CCCCNC(=O)C1CCN(Cc2ccc(OCc3ccccc3)cc2)CC1,i,i,1.7,1.4,i,i,-1.5,.,-218.9,-53.1,i
Cc1ccc(S(=O)(=O)c2c(C)cc(C)nc2N2CCCCC2)cc1,i,i,-0.5,-1.3,i,i,-1.9,i,4.0,-8.3,.
O=C(O)c1cccc(Cn2c(Cl)c(/C=N/NC(=O)c3cc4ccccc4cc3O)sc2=O)c1,i,i,0.2,-3.9,i,i,-6.3,i,8.4,-1.6,i
CC1CN(C2=NC(=O)/C(=C/c3ccncc3)S2)CC(C)O1 (stereo unspecified),i,i,0.1,-4.4,i,i,-4.2,i,-22.8,-15.2,i
Cc1ccc(NC(=O)c2ccc(NCC3CCCO3)c([N+](=O)[O-])c2)cc1Cl (stereo unspecified),i,i,0.2,0.6,i,i,0.2,i,-38.1,-25.6,i
CC1=NN(C(=O)c2ccccc2-n2cccc2)C(O)(C(F)(F)F)C1 (stereo unspecified),i,i,-0.6,-6.1,i,i,4.5,i,18.7,19.4,i
Cc1sc2nc(COC(=O)CNC(=O)c3ccc(C(C)(C)C)cc3)[nH]c(=O)c2c1C,i,i,0.7,19.5,i,i,-8.7,i,-45.7,-40.0,i
CCn1cc(CCC(=O)NCCc2ccccc2)c2ccccc21,i,i,1.5,-1.2,i,i,2.9,i,-10.6,17.1,i
CCCCN(CCCNC(=O)C1CCN(S(=O)(=O)CC)CC1)c1ccccc1,i,i,-0.4,-11.6,i,i,-3.4,i,7.8,-20.4,i
CC(=O)C1C(c2ccc(C)cc2)c2c(n[nH]c2C)CC1(C)O (stereo unspecified),i,i,-0.3,-5.9,i,i,-0.6,i,21.5,-10.3,i
CCSc1ncc(Cl)c(C(=O)Nc2ccccc2F)n1,i,i,-1.5,-0.8,i,i,7.4,i,-1.0,-23.4,i
O=C(Nc1cccc(O)c1)c1cc(S(=O)(=O)N2CCCC2)ccc1Cl,i,i,0.0,-1.9,i,i,4.8,i,-23.3,-10.8,-5.11*
Cc1ccc(O)c(C(=O)c2cnc3c(c2)c(-c2ccc(F)cc2)c(C#N)c(=O)n3C)c1,i,i,0.0,21.1,i,i,-2.7,i,-8.5,-7.7,i
CCNc1nc(-c2cc(C)n(Cc3ccco3)c2C)cs1,i,i,-0.9,0.7,i,i,-4.4,i,-4.5,-10.9,i
Cc1c(Cl)c([N+](=O)[O-])nn1CC(=O)NCCCN1CCOCC1,i,i,0.2,-0.9,i,i,6.3,i,-4.0,-0.8,i
O=C(CCN1CCN(c2ccccc2)CC1)NNC(=O)c1cccc2ccccc12,i,i,-3.1,-1.2,i,i,-0.9,i,-3.2,-1.7,i
O=[N+]([O-])c1ccc(N2CCN(Cc3ccccc3)CC2)c(S(=O)(=O)N2CCOCC2)c1,i,i,0.1,1.0,i,i,-8.5,i,6.4,15.5,i
CCCNC(=O)COc1ccc2c(=O)c(Oc3ccccc3F)coc2c1,i,i,0.0,-8.4,i,i,-4.5,i,-0.4,-29.9,i
CN(C(=O)C1CCC(CNS(=O)(=O)c2cccc3cccnc23)CC1)C1CCCCC1 (stereo unspecified),i,i,-0.7,6.7,i,i,-8.5,i,3.2,-17.6,i
O=C(c1c(F)cccc1F)N(Cc1ccccc1)Cc1ccccc1,i,i,-0.3,2.5,i,i,1.6,i,20.8,-17.7,i
NNC(=O)c1csc(-c2ncc(C(F)(F)F)cc2Cl)n1,i,i,0.7,1.1,i,i,-2.5,i,-14.0,-18.6,i
N#Cc1cc2c(nc1SCc1ccccc1)CCC2,i,i,0.5,-2.5,i,i,-3.2,i,10.0,14.9,i
CS(=O)(=O)Cc1ccc(C(=O)NC2CCCc3ccccc32)cc1 (stereo unspecified),i,i,-2.4,4.9,i,i,-2.4,i,15.4,-7.3,i
O=C1COc2ccc3ccccc3c2CN1,i,i,0.3,-0.8,i,i,-0.9,i,17.8,-51.4,i
CN(C)Cc1nc2ccccc2c(=O)n1Cc1nc(-c2cc3ccccc3o2)cs1,i,i,0.7,74.0*,i,i,6.4,i,-12.4,12.0,i
CCCCC1=CC2=CC(=O)C(C)(OC(=O)c3ccc(Cl)nc3)C(=O)C2=CO1 (stereo unspecified),i,i,0.4,9.6,i,i,.,i,6.9,.,i
CCc1ccccc1N(CC)C(=O)c1cn(C)c(=O)c2cc(OC)c(OC)cc12,i,i,-34.5,-1.8,i,i,-5.2,i,16.2,-11.9,i
COc1ccc(Cl)cc1NC(=O)/C=C\C(=O)O,i,i,0.2,-6.4,i,i,4.1,i,-29.7,3.9,i
O=C(Nc1cccc(-c2cnc3ccccc3n2)c1)c1cccc(NC(=O)c2ccco2)c1,i,i,1.2,45.2,i,i,-2.5,i,-95.5,-17.2,i
O=C(COC(=O)C1=COCCO1)Nc1ncc(C(F)(F)F)cc1Cl,i,i,-1.5,4.0,i,i,-5.1,i,-1.3,-29.4,i
NC(=O)c1c(NC(=S)Nc2ccc(F)cc2)sc2c1CCCC2,i,i,-0.2,-2.2,i,i,4.9,i,-43.4,2.4,i
COc1cc(C2Nc3ccccc3NC3=C2C(=O)CC(C)(C)C3)cc(OC)c1OC (stereo unspecified),i,i,1.2,-0.4,i,i,-2.8,i,6.0,-43.2,i
Cc1ccc(C(=O)Nc2nc3ccccc3n2CCN2CCCC2)cc1,-11.2*,i,3.6,18.3,i,i,3.2,i,-76.0,-74.5,i
Cc1cccc(/C=N/NC(=O)Cn2nccc2C)n1,i,i,-0.3,-9.4,i,i,0.4,i,19.8,-11.1,i
Cc1ccccc1NC(=O)CN1C(=O)NC(C)(CCc2ccccc2)C1=O (stereo unspecified),i,i,-0.2,1.2,i,i,3.5,i,-4.1,-2.4,i
Nc1cc(N)cc(-c2nc3ccccc3o2)c1,i,i,.,5.6,i,i,.,i,1.6,.,i
O=C(CN1C(=O)C2C3c4ccccc4C(c4ccccc43)C2C1=O)Nc1cccc(C(=O)O)c1 (stereo unspecified),i,i,-0.4,3.2,i,i,-0.6,i,8.7,14.9,i
Cc1nc(C)c(C(=O)N(c2ccc(F)cc2)C(C(=O)NCC2CCCO2)c2ccccc2)s1 (stereo unspecified),i,i,-0.2,3.1,i,i,0.2,i,4.0,-3.4,i
CC(=O)n1cc(/C=N/NC(N)=S)c2ccccc21,i,i,-0.1,0.9,i,i,2.6,i,17.4,1.3,i
CSC1=C(C#N)C(c2ccc(C(C)C)cc2)CC(=O)N1 (stereo unspecified),i,i,-0.1,11.2,i,i,-1.7,i,-23.2,-20.9,i
O=C(NCc1cn2ccccc2n1)c1ccco1,i,i,0.5,-3.5,i,i,-7.5,i,-17.2,8.0,i
